# Screens: PubChem BioAssay, National Center for Advancing Translational Sciences (NCATS)
# BLM helicase inh: inhibitors of human Bloom syndrome helicase BLM. Potency, µM (top dose mostly 56.1 µM), for the others: at the top dose activity change, negative = inhibition, most hits filed as inhibitors. recombinant BLM DNA unwinding, fluorescence dequenching. P54132. actives 0.2% (n = 350,000);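 note: plate controls were vehicle for no effect and no enzyme for full effect; nearly all actives have a fitted effect of over 35% in size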
# Pol kappa inh: DNA polymerase kappa (human) inhibition | Q9UBT6 | purified Pol kappa, fluorescent DNA synthesis assay, 10 min | Potency, µM (top dose mostly 107 µM), for the others: at the highest dose activity, negative = inhibition, actives largely listed as inhibitors | actives 0.53% (n = 400,000); note: % is set by controls: 0 for no effect and ±100 for the full control effect
#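 10 nM Pol kappa preincubated 15 min at room temperature with compounds, then reaction started with substrate at 50 nM final. Fluorescence read kinetically at 0 and 10 min; buffer-only wells served as negative control.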
# APE1 inh: blocks human APE1 abasic DNA cleavage | actives 0.35% (n = 350,000) | AID 2517 | Potency, µM (highest dose often 65.8 µM), without a hit: at the top dose activity change, negative = inhibition, most hits filed as inhibitors | recombinant APE1, TAMRA/BHQ-2 abasic DNA cleavage fluorescence;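 note: plate controls were vehicle for no effect and reference inhibitor for full effect; nearly all actives have a fitted effect of over 55% in size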
# Target sequence (P27695 whole entry, looked up): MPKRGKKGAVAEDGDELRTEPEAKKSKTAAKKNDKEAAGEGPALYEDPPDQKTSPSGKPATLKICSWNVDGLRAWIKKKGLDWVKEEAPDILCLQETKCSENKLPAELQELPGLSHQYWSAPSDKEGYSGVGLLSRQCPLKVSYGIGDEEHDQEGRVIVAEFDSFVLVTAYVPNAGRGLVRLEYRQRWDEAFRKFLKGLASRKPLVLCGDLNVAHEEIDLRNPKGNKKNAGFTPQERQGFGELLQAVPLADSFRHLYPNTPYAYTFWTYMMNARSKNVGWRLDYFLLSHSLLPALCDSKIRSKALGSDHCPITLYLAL
#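 APE1 at 0.75 nM preincubated 15 min at room temperature with compound. Reaction then started with 50 nM double-stranded THF-abasic substrate labelled with TAMRA/BHQ-2, and 525/598 nm fluorescence read kinetically. Activity taken as third-minus-first read difference, normalized to DMSO and NSC13755 controls.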
# BAZ2B block: inhibitors of human BAZ2B bromodomain | Q9UIF8 | Potency, µM (titrated, usually from 114 µM), for the others: top-dose activity change, negative = inhibition, hits mostly inhibitors | AID 504333 | AlphaScreen BAZ2B-H3K14Ac peptide displacement | actives 4.4% (n = 360,000); note: % is set by controls: 0 for no effect and ±100 for the full control effect; nearly all actives have a fitted effect of over 60% in size
#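 BAZ2B 50 nM plus b-H3(5-23)K14Ac 50 nM, PBS pH 7.4/0.01% Tween-20, 30 min RT; compound added (max 110 uM), 30 min RT; streptavidin donor/Ni-chelate acceptor beads 10 ug/mL final, 20 min dark; AlphaScreen read.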
# Pol eta inh: blocks human DNA polymerase eta activity. actives 1.2% (n = 390,000). AID 588591. Q9Y253. Potency, µM (series often up to 114 µM), for the others: at the highest dose activity change, negative = inhibition, actives largely listed as inhibitors. recombinant Pol eta, fluorescent DNA replication assay; note: % is set by controls: 0 for no effect and ±100 for the full control effect
#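 Pol eta at 10 nM preincubated with compounds 15 min at room temperature; reaction started with fluorescent substrate (50 nM final) and read kinetically at 0 and 10 min.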
# Pol iota inh: inhibitors of human DNA polymerase iota; Pol iota fluorescent replication assay, 10 min; Potency, µM (series often up to 115 µM), inactives show at the top dose activity, negative = inhibition, hits mostly inhibitors; actives 1% (n = 390,000)
# Target sequence (Q9UNA4 whole entry, looked up): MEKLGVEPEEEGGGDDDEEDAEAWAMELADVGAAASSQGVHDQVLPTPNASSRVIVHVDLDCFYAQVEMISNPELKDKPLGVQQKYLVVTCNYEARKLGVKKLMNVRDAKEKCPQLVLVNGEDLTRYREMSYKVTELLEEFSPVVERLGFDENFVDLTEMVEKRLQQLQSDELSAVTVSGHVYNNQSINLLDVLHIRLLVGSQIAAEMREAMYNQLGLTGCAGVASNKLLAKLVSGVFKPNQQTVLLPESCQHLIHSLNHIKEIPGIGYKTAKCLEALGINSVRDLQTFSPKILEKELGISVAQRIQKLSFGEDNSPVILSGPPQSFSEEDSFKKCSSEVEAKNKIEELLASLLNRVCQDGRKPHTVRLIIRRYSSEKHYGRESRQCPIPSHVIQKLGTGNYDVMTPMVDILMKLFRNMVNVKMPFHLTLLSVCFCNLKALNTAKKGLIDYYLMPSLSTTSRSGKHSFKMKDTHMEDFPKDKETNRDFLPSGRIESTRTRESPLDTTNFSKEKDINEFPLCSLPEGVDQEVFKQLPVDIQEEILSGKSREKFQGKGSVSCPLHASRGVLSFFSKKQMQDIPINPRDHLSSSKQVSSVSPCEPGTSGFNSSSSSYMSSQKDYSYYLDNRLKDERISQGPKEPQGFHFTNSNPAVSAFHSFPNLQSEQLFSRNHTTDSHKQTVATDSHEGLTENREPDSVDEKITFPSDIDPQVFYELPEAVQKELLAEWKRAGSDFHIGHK
#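 Pol iota at 10 nM preincubated 15 min with compounds at room temperature; reaction started with fluorescent substrate, 50 nM final. Fluorescence read kinetically at 0 and 10 min; buffer-only wells as negative control.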
# G9a inh: blocks human histone lysine methyltransferase G9a | actives 8.8% (n = 350,000) | AID 504332 | G9a H3K9 monomethylation, AlphaScreen, 2 h | Potency, µM (doses to about 102 µM), for inactives: at the top dose activity, negative = inhibition, hits mostly inhibitors | Q96KQ7; note: % is set by controls: 0 for no effect and ±100 for the full control effect; nearly all actives have a fitted effect of over 75% in size
#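 AlphaScreen detection with an anti-monomethyl H3K9 antibody quantified product after a 2 h room-temperature reaction containing 500 nM biotinylated H3K9 peptide, 20 µM SAM and 20 nM enzyme, which had been preincubated 15 min with compound.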
# JMJD2A Tudor inh: inhibitors of human JMJD2A Tudor domain; O75164; AlphaScreen JMJD2A-Tudor / H3K4me3 peptide binding; Potency, µM (titrated, usually from 114 µM), without a hit: at the highest dose activity change, negative = inhibition, usual class: inhibitors; actives 4.4% (n = 390,000); note: % is set by controls: 0 for no effect and ±100 for the full control effect; nearly all actives have a fitted effect of over 50% in size
# POLB inh: inhibitors of human DNA polymerase beta | Pol beta primer extension/strand displacement, fluorescence kinetic | P06746 | Potency, µM (highest dose often 114 µM), for inactives: at the highest dose activity change, negative = inhibition, usual class: inhibitors | actives 1.3% (n = 340,000); note: % is set by controls: 0 for no effect and ±100 for the full control effect
#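 Preincubation: enzyme (10 nM) with compound, 15 min, RT. Reaction: substrate added to 50 nM final. Reads: 0 and 10 min. Analysis: normalized, Hill fit.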
# The depositor's hits bear a star; ? = inconclusive; / = not tested or not shown; [ ] = another dose, or the depositor's remark. Calls come from the whole dose curve; as a rule, active = well fitted curve in the direction sought with a large enough effect; inconclusive = small, poorly fitted or top-dose-only effect, or another doubt; inactive = no such curve, though single readings can be large; an effect the other way counts as inactive or inconclusive. Potency is the fitted concentration of half-maximal effect. Some of the compounds tested (hit frequency here may not be typical).
# Order of values: BLM helicase inh	Pol kappa inh	APE1 inh	BAZ2B block	Pol eta inh	Pol iota inh	G9a inh	JMJD2A Tudor inh	POLB inh
CCOC(=O)c1sc(=S)n(-c2ccc(Cl)cc2)c1SC
    -6%	-1%	-3%	?	-2%	1%	3%[59 µM]	-15%	3%
CCC1(c2ccc(OC)cc2)NC(=O)N(CC(=O)NC2CCCCC2C)C1=O (stereo not given)
    /	7%	15%	6%	-8%	23%	-5%[2.33 µM]	1%	/
O=C(Nc1ccc(S(=O)(=O)Nc2ncccn2)cc1)c1ccc(Cl)c([N+](=O)[O-])c1
    -2%	0%	-15%	-2%	-17%	161%[activator]	12%	-15%	1%
COc1cccc(N2CCN(S(=O)(=O)c3ccc(CN4C(=O)c5cccnc5C4=O)cc3)CC2)c1
    -2%	-1%	17%	-21%	-11%	25%	-4%	-8%	33%
COc1ccccc1C(=O)N=C1NC(=O)CC2C(=O)NCCN12 (stereo not given)
    -1%	-5%	?	?	-13%	-12%	9%	-6%	33%
COc1ccccc1OCC(=O)N1CCCCCCC1
    -5%	3%	10%	-2%	-6%	-25%	/	-10%	1%
Cc1ccc(NC2=NCC(=O)N2C2CCCC2)c(C)c1
    0%	-7%	11%	?	4%	-15%	3%[59 µM]	-29%	1%
Cc1ccc(NC(=O)/C=C2\NC(=O)CS2)cc1
    -4%	-3%	69%[activator]	-25%	-11%	-13%	5%	-10%	-15%
COc1ccc(C2NC(=O)NC3=C2CCc2ccccc23)cc1 (stereo not given)
    -2%	-8%	4%	-4%	-6%	25%	?	-6%	3%
O=C(NCC1CCCO1)c1ccccc1-c1nc(-c2ccccc2F)no1 (stereo not given)
    1%	-1%	29%	-1%	-24%	-17%	9%	-11%	-3%
O=C(Cc1noc2ccccc12)NNC(=S)Nc1ccccc1
    -4%	-9%	-2%	12%	-8%	152%[activator]	?	-16%	14%
COc1cc(/C=C2\SC(=O)N(CCNC(=O)c3cnc(C)cn3)C2=O)cc(OC)c1OC
    -18%	-2%	-2%	-6%	?	-15%	?	-22%	?
COc1ccc(N(C(=O)Cc2cccs2)C(C(=O)NC2CCCC2)c2ccncc2)cc1 (stereo not given)
    -3%	10%	-4%	3%	-17%	95%[activator]	13%	8%	16%
COCCC(=O)N1CCC(Oc2ccc(C(=O)N3CCCCCC3)cc2)CC1
    0%	4%	33%	0%	-12%	3%	3%	?	13%
Cc1ccc2nc(SCC(=O)NC3CC3)[nH]c2c1
    3%	2%	6%	-26%	0%	-14%	20%	-5%	7%
CN(C)c1ccc(CNc2nc(-c3ccccc3)nn2S(C)(=O)=O)cc1
    -9%	-2%	-7%	35µM*	-27%	-12%	28µM*	56µM*	7%
CCN(CC)S(=O)(=O)c1ccc2c(c1)nc(SCC(=O)NCC1CCCO1)n2CC (stereo not given)
    /	-13%	-1%	8%	-16%	19%	24%[0.501 µM]	-14%	/
Cc1ccsc1/C=N/NC(=O)c1ccc2ccccc2c1
    -1%	12%	7%	-13%	-3%	36%[activator]	21%	-5%	44%
CC(=O)CSc1nc(CCc2ccccc2)c(C#N)c(=O)[nH]1
    /	-28%	/	/	-6%	-15%	/	-12%	/
COc1ccc(CCN2C(=O)c3[nH]nc(-c4ccccc4O)c3C2c2ccc(OC)cc2)cc1 (stereo not given)
    -8%	-1%	/	?	-22%	11%	6%[59 µM]	-7%	4%
CC(=O)Nc1ccc(S(=O)(=O)NCCc2cc3c(C)ccc(C)c3[nH]c2=O)cc1
    0%	21%	-5%	-5%	-4%	44%[activator]	13%	-7%	-1%
CCOC(=O)N1CCN(C2=CC(=O)OC23CCCCC3)CC1
    1%	-2%	20%	-3%	-11%	11%	-33%[12.7 µM]	-5%	0%
CCCCn1c(=O)n(CC(=O)Nc2ccc(OC)c(Cl)c2)c(=O)c2c1nc(CO)n2CCC
    -2%	-9%	-3%	-3%	-9%	8%	-9%[12.7 µM]	-12%	-1%
CCCn1cnc2c(SCc3ccccn3)nc(N)nc21
    /	-14%	/	/	-1%	21%	/	-3%	/
O=C(CSc1n[nH]c(-c2ccccc2Cl)n1)NC1CCCCC1
    0%	-6%	-13%	-1%	-18%	-19%	14%	-6%	36%
CCC(=O)Nn1c(C2CCC2)nc2ccccc2c1=O
    -1%	-6%	5%	0%	-20%	72%[activator]	5%	-5%	1%
COc1ccc(C(=O)n2cc(C(=O)c3cc(C)ccc3O)cn2)cc1OC
    0%	-14%	1%	12%	3%	1%	?	-14%	21%
CCc1c(C(=O)Nc2ccc(OC)c(Cl)c2)[nH]c(C)c1C(C)=O
    -7%	-11%	10%	5%	-14%	10%	11%[0.0925 µM]	-14%	0%
O=C(NC1CC1)C1CCN(C(=O)c2ccc(Cl)cc2Cl)CC1
    0%	-4%	35%[12.4 µM]	1%	-2%	-20%	15%[59 µM]	-2%	-26%
Fc1ccc(-n2ncc3c(NCCCN4CCOCC4)ncnc32)cc1
    5%	-7%[60.1 µM]	/	-1%	-13%	10%	-1%[59 µM]	-8%	17%

# Part of the list above, bar-delimited:
SMILES | BLM helicase inh | Pol kappa inh | APE1 inh | BAZ2B block | Pol eta inh | Pol iota inh | G9a inh | JMJD2A Tudor inh | POLB inh
Cc1ccc(NC2=NCC(=O)N2C2CCCC2)c(C)c1 | 0% | -7% | 11% | ? | 4% | -15% | 3%[59 µM] | -29% | 1%
Cc1ccc(NC(=O)/C=C2\NC(=O)CS2)cc1 | -4% | -3% | 69%[activator] | -25% | -11% | -13% | 5% | -10% | -15%
COc1ccc(C2NC(=O)NC3=C2CCc2ccccc23)cc1 (stereo not given) | -2% | -8% | 4% | -4% | -6% | 25% | ? | -6% | 3%
O=C(NCC1CCCO1)c1ccccc1-c1nc(-c2ccccc2F)no1 (stereo not given) | 1% | -1% | 29% | -1% | -24% | -17% | 9% | -11% | -3%
O=C(Cc1noc2ccccc12)NNC(=S)Nc1ccccc1 | -4% | -9% | -2% | 12% | -8% | 152%[activator] | ? | -16% | 14%

# The results go on:
# Order of values: BLM helicase inh	Pol kappa inh	APE1 inh	BAZ2B block	Pol eta inh	Pol iota inh	G9a inh	JMJD2A Tudor inh	POLB inh
Cc1c(Cl)cccc1NC(=S)N(CCN(C)C)C(C)c1ccccn1 (stereo not given)
    1%	8%	11%	50µM*	-25%	36%[activator]	-1%	-9%	1%
Cc1cccc(C)c1NS(=O)(=O)c1c(C)[nH]c(=O)[nH]c1=O
    -5%	-10%	-5%	0%	-8%	2%	-34%	-8%	15%
COCCCNC(=O)CS(=O)Cc1nc(-c2cccc(OC)c2)oc1C (stereo not given)
    -4%	-10%	2%	-27%	7%	10%	?	0%	5%
Cc1nn(-c2ccccc2)c(Cl)c1C(=O)NCC(C)c1ccccc1 (stereo not given)
    -8%	-1%	12%	8%	-3%	43%[activator]	4%	11%	11%
CC1CCC(NC(=O)c2cccn2C)CC1 (stereo not given)
    /	-1%	/	/	-20%	15%	/	-21%	/
Cc1cc(C)n(C(=O)c2cc(F)c(F)cc2C)n1
    -2%	8%[60.1 µM]	1%	-3%	-8%	20%	-1%	13%	17%
O=C(CCCC(=O)N1CCN(c2ccccc2F)CC1)N1CCN(c2ccccc2F)CC1
    0%	0%	-3%	-5%	-10%	7%	-1%	-11%	16%
COc1cc(CCc2ccc3c(c2)OCO3)oc(=O)c1
    -1%	2%	-3%	-1%	-11%	4%	?	-2%	-1%
Cc1cc(C)n2c(SC(C)C(=O)NC3(C#N)CCCCC3)nnc2n1 (stereo not given)
    /	-4%	36%	5%	-15%	-9%	6%[59 µM]	-25%	/
CCOC(=O)c1nn(-c2ccccc2)c(-c2ccccc2)c1C(=O)c1ccccc1
    -5%	-1%	-3%	-4%	-13%	-14%	21%	2%	4%
Nc1nc2sc3c(c2c(=O)s1)CCCC3
    -4%	-6%	-4%	-31%	4%	0%	4%[12.7 µM]	?	3%
COc1cc(CN2CCCC(C(=O)c3ccc(SC)cc3)C2)cc(Cl)c1O (stereo not given)
    -10%	8%	7%	?	-4%	-3%	/	-33%	14%
NC(=O)COC(=O)CC(c1ccccc1)c1ccccc1
    0%	5%	4%	-3%	-20%	-2%	1%	8%	9%
CN(C)c1ccc(S(=O)(=O)NCC(=O)OCC(=O)Nc2cccc(Cl)c2)cc1[N+](=O)[O-]
    -9%	-19%	-5%	?	?	8%	56µM*	?	-9%
CCOc1ccc(C(=O)c2cn(CC(=O)Nc3ccc4c(c3)OCCO4)c3ccc(F)cc3c2=O)cc1
    -10%	-8%	/	-1%	-9%	17%	0%[59 µM]	-11%	25%
Cc1ccc(C(CC(N)=O)c2ccco2)cc1 (stereo not given)
    -1%	-14%	-1%	-24%	-12%	16%	0%[12.7 µM]	-8%	31%
COc1ccc(-c2cc(C)no2)cc1S(=O)(=O)NCC(C)c1ccccc1 (stereo not given)
    -5%	6%	58%[activator]	-23%	-20%	24%	34%[activator]	-15%	1%
CCCCSCCCNC(=O)CCCN1C(=O)c2ccccc2Sc2ncccc21
    -3%	-15%	26%	-8%	-2%	104%[activator]	7%	-17%	0%
CN(Cc1ccon1)C(=O)c1ccc2nc(Cc3cccc(Cl)c3)oc2c1
    -3%	6%	27%	-35%	-13%	4%	2%	-7%	16%
COc1cc2c(cc1NC(=O)c1cccc(F)c1)CCCC2
    -1%	-24%	-2%	27%	-4%	19%	?	29%	5%
O=C(COC(=O)Cc1ccc([N+](=O)[O-])cc1)NCc1ccc2c(c1)OCO2
    /	-11%	19%	/	-14%	27%	/	-13%	/
CCC(Sc1nnc2c3ccccc3n(CC)c2n1)C(=O)Nc1sc2c(c1C#N)CCCC2 (stereo not given)
    -2%	-6%	3%	-29%	1%	3%	-18%[2.33 µM]	-21%	-23%
CCN(CC)c1ccc(/C=N/OCC(=O)Nc2cccc(C)c2)cc1
    -6%	?	4%	-37%	?	-38%	?	-31%	?
CCN1CCN(Cc2c(O)ccc3c2O/C(=C\c2ccccc2)C3=O)CC1
    -5%	0%	-7%	?	-17%	14%	79µM*	-11%	-23%
